12-LOX inh: Primary qHTS assay for inhibitors of human arachidonate 12S-lipoxygenase (ALOX12): Round 2; Polyunsaturated fatty acid lipoxygenase ALOX12 (Homo sapiens), P18054; purified 12hLO, xylenol orange hydroperoxide absorbance; Potency, µM (top dose mostly 108 µM), without a hit: at the top dose activity change, negative = inhibition, hits mostly inhibitors; hit rate 1.1% among 580,000; active = well fitted inhibition curve with a large enough effect; inconclusive = small, poorly fitted or top-dose-only effect, or another doubt; inactive = no such curve, though single readings can be large or run the other way
Target sequence (P18054 whole entry, looked up): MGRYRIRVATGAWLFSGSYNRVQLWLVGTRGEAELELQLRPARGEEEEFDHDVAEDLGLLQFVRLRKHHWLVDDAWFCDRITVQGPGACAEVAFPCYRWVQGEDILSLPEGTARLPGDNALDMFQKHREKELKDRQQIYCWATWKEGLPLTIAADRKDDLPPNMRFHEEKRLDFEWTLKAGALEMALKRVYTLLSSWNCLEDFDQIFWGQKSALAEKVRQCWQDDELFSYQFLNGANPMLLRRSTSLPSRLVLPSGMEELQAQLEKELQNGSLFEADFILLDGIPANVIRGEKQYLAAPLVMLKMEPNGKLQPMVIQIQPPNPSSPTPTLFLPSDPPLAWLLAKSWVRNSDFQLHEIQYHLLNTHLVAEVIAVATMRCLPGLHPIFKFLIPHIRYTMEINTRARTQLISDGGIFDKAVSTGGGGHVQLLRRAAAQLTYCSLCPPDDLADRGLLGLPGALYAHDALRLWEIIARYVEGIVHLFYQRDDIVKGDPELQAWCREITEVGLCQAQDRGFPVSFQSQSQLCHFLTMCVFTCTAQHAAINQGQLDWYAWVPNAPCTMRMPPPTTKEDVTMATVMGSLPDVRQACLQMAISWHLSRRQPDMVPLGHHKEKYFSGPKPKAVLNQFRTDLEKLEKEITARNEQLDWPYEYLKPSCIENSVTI
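Purified human 12hLO at 150 nM in 25 mM Hepes, 0.01% Triton X-100, pH 7.0, preincubated 15 min at room temperature with compound. Reaction started with 40 uM arachidonic acid, 30 min at room temperature. Hydroperoxide measured by Fe-xylenol orange, 573/405 nm absorbance ratio.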
* = called active by the depositor; ? = inconclusive; [ ] = dose if it differs, or a comment. % is set by controls: 0 for no effect and ±100 for the full control effect; potency is the fitted concentration of half-maximal effect.

A first look, 3 compounds:
SMILES | 12-LOX inh
CNc1c(-c2noc(C)c2C(=O)NCCCOC)cnn1C | 8%[176 µM]
Cc1ccc(CN2CCC3(CC2)COc2ccccc2C(=O)N3)cc1 | 0%
Cc1ccc(C)n1C1C(=O)N(Cc2ccc(C(F)(F)F)cc2)c2ccc(OC(F)(F)F)cc21 (stereo not drawn) | ?

The list itself, previewed entries included:
SMILES | 12-LOX inh
CNc1c(-c2noc(C)c2C(=O)NCCCOC)cnn1C | 8%[176 µM]
Cc1ccc(CN2CCC3(CC2)COc2ccccc2C(=O)N3)cc1 | 0%
Cc1ccc(C)n1C1C(=O)N(Cc2ccc(C(F)(F)F)cc2)c2ccc(OC(F)(F)F)cc21 (stereo not drawn) | ?
Cc1ccc(-c2cccc(CN3CCCC(c4nc5ccc(C)cc5c(=O)[nH]4)C3)c2)c(C)c1 (stereo not drawn) | ?
CC(=O)N1CCC(C(=O)NC(c2cccs2)C(C)C)CC1 (stereo not drawn) | -21%
CC1(Cc2ccc3c(c2)OCO3)CCC(=O)N(CCc2ccncc2)C1 (stereo not drawn) | 4%
O=c1cc(N2CCOCC2)oc2c(-c3ccccc3O)nccc12 | -7%[176 µM]
CN(C)c1ccc(C=Nc2cccc3ccccc23)cc1 | -18%
CCc1nccc(-c2c(-c3ccccc3)ncn2CC(O)c2ccccc2)n1 (stereo not drawn) | 48%[activator]
CCOC(=O)c1cccc(NC(=O)CS(=O)(=O)Cc2nc(-c3ccccc3C)oc2C)c1 | ?
O=C(O)C[C@@H]1CCN(C(=O)Cc2ccccc2)C[C@@H]1CCN1CCN(c2ccccn2)CC1 | ?
Cc1cnc(C(=O)OCc2ccc(Cl)cc2)cn1 | -8%
COc1cccc(NC(=O)CN(C)CC(=O)Nc2c(C)cccc2C)c1 | -4%
CCOc1ccc(C2=Nn3c(nnc3-c3cccc(C)c3)SC2)cc1 | ?
Cc1cccc(C)c1NC(=O)Cn1cccc1-c1nc(-c2ccc(F)cc2)no1 | 33%
CN(Cc1ccccc1)Cc1cc(C[C@@H]2C[C@H](NC(=O)C3CCC3)C2(C)C)no1 | ?
Cc1ccc(NC(=O)Cc2c[nH]c3ccccc23)cc1F | ?
CCc1ccc(CN2C(=O)C3(CCOCC3)CC2c2nnnn2C(C)(C)C)cc1 (stereo not drawn) | 35%[activator]
CCCCn1c(=O)n(CC(=O)NC(C)C(C)C)c(=O)c2c1ncn2Cc1ccco1 (stereo not drawn) | ?
Cc1ccc(S(=O)(=O)N2CCN(C(=O)c3nn(C(C)C)c(=O)c4ccccc34)CC2)cc1 | 8%
CCc1ccc(NC(=O)c2nc3ccccc3nc2N2CCN(C)CC2)cc1 | 0%
COCCN(Cc1ccco1)c1nc(-c2ccc(OC)cc2)nc2ccccc12 | 87%[activator]
O=C(O)c1ccc(Nc2nc(-c3cc4ccccc4oc3=O)cs2)cc1 | ?
N#Cc1ccccc1COC(=O)C1COc2ccccc2O1 (stereo not drawn) | 48%[activator]
COc1ccc(CCc2nc3nccc(-c4ccncc4)n3n2)cc1OC | 3%
O=C(NC1CC1)C1CCCN(C(=O)c2ccc3cc[nH]c3c2)C1 (stereo not drawn) | 15%
Cc1ncsc1C(=O)NCc1ccncc1 | -15%
CCOc1ccc2c(n1)CCN(C(=O)C1(c3ccccc3)CC1)C2 | 77%[activator]
CCCC1CCC(c2ccc(C(C)=O)cc2)CC1 (stereo not drawn) | -26%
Cc1cnc(C(=O)N2CCOc3ccc(CCC(N)=O)cc3C2)cn1 | 60%[activator]
Cc1ccc(NC(=O)Cn2c(-c3ccc(F)cc3)nc(C)c(CCO)c2=O)cc1Cl | ?
CN(C)c1ccc(CN2CCc3nc(C4CC4)nc(-c4ccc(O)cc4)c3CC2)cc1 | ?
COc1ccccc1-c1c(C(F)(F)F)oc2cc(OCC(N)=O)ccc2c1=O | 8%
Cc1cn2nc(C(=O)NCc3ccncc3)cc2c(N2CCSCC2)n1 | 43%[activator]
CN(c1ccccc1)c1ccc2nnc(-c3cc(C(=O)N4CC(O)C4)ccn3)n2n1 | ?
CCC(C)(C)C1CCC(NC(=O)C(=O)Nc2ccccc2F)CC1 (stereo not drawn) | -47%
Cc1ccc(NS(=O)(=O)c2ccc(-c3cnc(C)o3)cc2)c(C)c1 | -2%
O=C(CN1CCCc2cc(F)c(F)cc21)Nc1cccc2nsnc12 | ?
c1ccc(-c2nc(CSc3nnnn3C3CCCC3)co2)cc1 | -16%
CCO[C@H]1C[C@@H](O)C12CCN(C(=O)CCCc1ccccc1)CC2 | 2%
COc1cccc(NC(=O)c2cc3c(s2)-c2ccc(Cl)cc2S(=O)(=O)C3)c1 | 0%
CCCCOC(=O)CCCCCCCCC(=O)OCCCC | 5%[22.9 µM]
O=C(CN1C(=O)NC(c2ccc(Cl)cc2)C2=C1COC2=O)NCCc1ccc(Cl)cc1 (stereo not drawn) | ?
CS(=O)(=O)c1cnc(NCCCc2ccccn2)nc1C1CCCNC1 (stereo not drawn) | -14%
COCCN(Cc1cccs1)S(=O)(=O)c1cccc(C(=O)O)c1 | -28%

The list goes on, starting with the last 6 of the part before.
SMILES | 12-LOX inh
CCO[C@H]1C[C@@H](O)C12CCN(C(=O)CCCc1ccccc1)CC2 | 2%
COc1cccc(NC(=O)c2cc3c(s2)-c2ccc(Cl)cc2S(=O)(=O)C3)c1 | 0%
CCCCOC(=O)CCCCCCCCC(=O)OCCCC | 5%[22.9 µM]
O=C(CN1C(=O)NC(c2ccc(Cl)cc2)C2=C1COC2=O)NCCc1ccc(Cl)cc1 (stereo not drawn) | ?
CS(=O)(=O)c1cnc(NCCCc2ccccn2)nc1C1CCCNC1 (stereo not drawn) | -14%
COCCN(Cc1cccs1)S(=O)(=O)c1cccc(C(=O)O)c1 | -28%
CN(C)C(=O)CNC(=O)c1cc2occc2n1Cc1ccc(Cl)cc1 | ?
COc1ccc(-c2nc(C3CC3)nc3c2CN([S+](=O)([O-])c2onc(C)c2C)CC3)cc1 | ?
COc1cc2c(c3c1c(=O)c1cccc(F)c1n3C)C=CC(C)(C)O2 | -28%
O=C(CSc1cccs1)NCC1CC1 | -1%
COCCN(Cc1cc2cc(C)ccc2[nH]c1=O)C(=O)c1ccc(OC)c(OC)c1 | 5%
CC(NC(=O)c1cccnc1)c1nnc2n1CCN(Cc1ccc(-c3ccccc3Cl)o1)CC2 (stereo not drawn) | -2%
O=C(c1ccc2ncccc2c1)N1CCC(N2C(=O)C(O)C23CCCCC3)CC1 (stereo not drawn) | 26%
COc1ccc2[nH]c3c(c2c1)CCN(C)C31CCN(C(=O)c2ccccc2)CC1 | 2%
COc1ccc(CNC(=O)c2cc3n(n2)CC(c2ccc(Cl)cc2)OC3)c(OC)c1 (stereo not drawn) | ?
Cc1cccc(CN2C[C@@H](F)[C@@H](OCc3nc4ccccc4[nH]3)C2)n1 | 93%[activator][176 µM]
CC(c1cccs1)N(C)C(=O)Cc1n[nH]c(=O)c2ccccc12 (stereo not drawn) | ?
COc1ncccc1-c1cnc2[nH]cc(CC(=O)Nc3cc(C)nn3C)c2c1 | 4%[176 µM]
O=C(OCC(=O)c1cccs1)c1ccco1 | ?
COC(=O)C1=CN(c2cccc(C(F)(F)F)c2)C=C(C(=O)OC)C1c1ccc(F)cc1 | 28%
Cc1ncc(C(=O)NCc2ccc3[nH]c(-c4ccccc4F)c(C)c3c2)c(C)n1 | 6%

Ordered by the number under 12-LOX inh (high to low): 3 from the list above
SMILES | 12-LOX inh
O=C(c1ccc2ncccc2c1)N1CCC(N2C(=O)C(O)C23CCCCC3)CC1 (stereo not drawn) | 26%
COCCN(Cc1cc2cc(C)ccc2[nH]c1=O)C(=O)c1ccc(OC)c(OC)c1 | 5%
O=C(CSc1cccs1)NCC1CC1 | -1%

(more compounds)
SMILES | 12-LOX inh
O=C1C(N2CCN(Cc3cccnc3)CC2)CCN1CCc1ccccc1 (stereo not drawn) | 35%[activator]
O=C(NCC(F)(F)F)C1CN(c2ccccc2)C(=O)N1 (stereo not drawn) | -7%[176 µM]
O=C(NNC(=O)C1CCCCC1)c1ccccc1Br | 22%
CC(C)c1ccc(-c2noc(Cn3c(Cl)nc4c3c(=O)n(C)c(=O)n4C)n2)cc1 | 9%
COc1ccccc1NC(=O)CC1SCCNC1=O (stereo not drawn) | 4%
COc1cc(C2=NOC(C(=O)Nc3cc(C)nn3-c3ccccc3)C2)cc(OC)c1OC (stereo not drawn) | -2%
Fc1ccc(Cc2nc3nccc(-c4cccs4)n3n2)cc1 | 15%
CCOC(=O)c1cccc(NC(=O)c2ccc3c(c2)N(CC)C2CCCCCN2C3=O)c1 (stereo not drawn) | 2%
CCOc1ccccc1NC(=O)Cn1c(-c2cccc(Cl)c2)nc(C)c(CCO)c1=O | -19%
COc1ccc(/C=C/C(=O)c2c(OC)cc(O)cc2OC)cc1 | 9%
Cc1ccc(Nc2nc(-c3ccccc3)cs2)cc1 | ?
O=C(C[C@H]1NC(=O)c2ccccc2NC1=O)Nc1cccc(C(F)(F)F)c1 | -5%
Cc1ccc(CC(=O)N2CC(c3nnc(-c4ccc(C)cc4)o3)C3(CCOCC3)C2)cc1 (stereo not drawn) | -5%
COCCCNCCSc1ccc(Cl)cc1 | ?
COc1cccc(C2C(C(=O)Nc3ccccc3)=C(C)Nc3ncnn32)c1OC (stereo not drawn) | 58%[activator]
COC(=O)CNC(=O)C1c2ccccc2C(=O)N(Cc2ccccc2)C12CCCC2 (stereo not drawn) | -3%
Cc1ccc(C(=O)N2CCC3(CC2)NCCc2c3[nH]c3ccccc23)cn1 | 35%[activator]
COc1cccc(C(=O)NCC2CCCN(Cc3cccnc3)C2)c1OC (stereo not drawn) | 37%[activator]
O=C(O)c1cccc(NC(=O)c2ccc(Cl)s2)c1 | 2%
O=C(c1ccc(C(F)(F)F)cc1)N1CCn2c(nnc2-c2cccnc2)C1 | 0%[6.33 µM]
COc1cccc(-c2cc(C(=O)N3CCC4(CC3)CC(OC)CCO4)[nH]n2)c1 (stereo not drawn) | ?
O=C(COc1ccccc1)Nc1ccc([C@@H](O)[C@H]2COCC(=O)N2CC2CC2)cc1 | 47%[activator][176 µM]
Cc1noc(-c2ccn3c(CNC(=O)c4ccoc4)nnc3c2)n1 | 6%
CC(C)c1nncn1C1CCN(S(=O)(=O)Cc2ccc(Cl)cc2)CC1 | -4%
Cc1cccc(OCC(=O)Nc2ccccc2SCc2cc(=O)n3c(ncn3C(C)C)n2)c1C | ?
CS(=O)(=O)N1CCCN(Cc2cccc(F)c2)CCNC(=O)CC1c1ccccc1 (stereo not drawn) | 29%
CC(C)NS(=O)(=O)c1ccc(C(=O)NCc2ccc(-c3nc4ccccc4s3)o2)cc1 | 25µM*
O=C(Nc1ccccc1Cl)c1ccc(-c2ccccc2)cc1 | -13%
COCCNC(=O)[C@@H]1C[C@H](Oc2cccnc2)CN1C(=O)c1nccc2ccccc12 | 35%[activator]
CN1CCN(C(=O)c2csc(N3CCN(c4ccc(Cl)cc4)CC3)n2)CC1 | 15%
CCOC(=O)/C(C#N)=C\c1cc2ccc(C)cc2nc1N1CCCCC1 | ?
COc1ccc(C2C3=C(CC(C)(C)CC3=O)OC3=C2C(=O)CC(C)(C)C3)c(OC)c1 | -14%
O=C(O)CCc1ccc(Cl)cc1Cl | -41%
Cc1cc(Nc2cc(Cl)cc(Cl)c2)nc(-c2ccccc2O)n1 | 1%
NC(=O)COc1ccc(C2CC(=O)Nc3n[nH]c(Nc4ccccc4)c32)cc1 (stereo not drawn) | 1%
CN(c1ccccc1)c1cc(=O)c2ccnc(N3CCOCC3)c2o1 | 17%[176 µM]
COc1ccc(CCNC(=O)CSc2nc(Cl)nc3nc[nH]c23)cc1OC | ?
CCCCn1c(=O)n(CC(C#N)CCC#N)c(=O)c2c1nc(CO)n2CCC (stereo not drawn) | 8%
COC(=O)[C@]12C[C@H](CC(=O)N3CCOCC3)C(=O)N(CCc3ccc(OC)c(OC)c3)C1=C[C@H](C(C)(C)C)O[C@@H]2C | 5%
c1ccc(OCCC2CCNC2)cc1 (stereo not drawn) | 51%[activator]
O=S(=O)(C1CC1)N1CCn2c(nnc2C2CCCN2)C1 (stereo not drawn) | ?
Nc1nc2ccccc2[n+]([O-])n1 | 11%
CCC(CC)NC(=O)[C@@H]1COCC(=O)N1Cc1ccc(OC)cc1OC | 19%
O=C(NCCc1ccccc1)Nc1cccc(-c2nnc3n2CCCC3)c1 | 46%[activator]
COc1ccc(CCc2nc3nccc(-c4cccc(OC)c4)n3n2)cc1 | -7%
Cc1cc(F)ccc1NC(=O)Cn1c(C)cc2nc3n(c(=O)c21)CCCCC3 | ?
Cc1cccnc1NC(=O)c1ccc2nc(C)c(C)nc2c1 | 15%
N#Cc1ncn(Cc2nc(-c3ccc(F)cc3)no2)n1 | ?
COc1cccc(-c2nnnn2[C@H]2CO[C@H]3[C@@H]2OC[C@@H]3NS(=O)(=O)c2ccc(NC(C)=O)cc2)c1 | ?
COc1ccc(CCN(Cc2ccccc2F)CC2(O)CCCNC2)cc1 (stereo not drawn) | 16%
COc1cccc(CCC(=O)N2CCCN(c3cc(-c4ccccc4)[nH]n3)CC2)c1 | 54%[activator]
O=C(NCc1csc(-c2cnccn2)n1)[C@H]1CCC[C@H](O)C1 | 35%
COCc1ccc(C(=O)NC(C)c2ccc(F)c(F)c2)cc1 (stereo not drawn) | -3%
Cc1ncsc1CCC(=O)N1CCN(CCCOc2ccc(F)cc2)CC1 | 75%[activator]
O=C(O)C1CC2(CCN(Cc3cc4ccccc4o3)CC2)CN1C(=O)C1CC1 (stereo not drawn) | 53%
CCNc1ncc(-c2nc3cc(S(=O)(=O)NC(C)C)ccc3n2C(C)C)cn1 | 8%
CCc1nc2c(c(-c3ccc(OC)cc3)n1)CCN(Cc1ccc(C(F)(F)F)cc1)CC2 | ?

An excerpt; the hit share may differ from the screen's.
